# B2AR arrestin: recruits beta-arrestin to the human beta2-adrenergic receptor. Potency, µM (titrated, usually from 46.1 µM), inactives show at the top dose activation, usual class: activators. beta-arrestin recruitment to beta2AR, cell-based reporter. P07550. hit rate 0.02% among 330,000;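 note: potency is the fitted concentration of half-maximal effect; 0% = DMSO controls and full agonism = EC100 isoproterenol or metaproterenol; nearly all actives have a fitted effect of over 65% in size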
# Target sequence (P07550 whole entry, looked up): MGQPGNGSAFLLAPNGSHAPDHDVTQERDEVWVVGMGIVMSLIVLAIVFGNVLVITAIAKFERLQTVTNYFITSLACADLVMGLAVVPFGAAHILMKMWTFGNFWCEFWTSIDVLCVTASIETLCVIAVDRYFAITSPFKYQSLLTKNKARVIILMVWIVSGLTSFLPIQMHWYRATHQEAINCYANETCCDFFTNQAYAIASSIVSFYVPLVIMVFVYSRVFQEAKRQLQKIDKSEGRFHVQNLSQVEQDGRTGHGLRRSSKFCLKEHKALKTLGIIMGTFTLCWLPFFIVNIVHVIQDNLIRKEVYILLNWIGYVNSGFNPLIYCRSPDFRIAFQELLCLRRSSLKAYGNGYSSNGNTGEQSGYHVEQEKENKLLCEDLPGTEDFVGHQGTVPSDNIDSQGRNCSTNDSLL
# GALK inhibitor: blocks human galactokinase activity; AID 1868; Potency, µM (highest dose often 57.5 µM), for the others: at the top dose activity change, negative = inhibition, most hits filed as inhibitors; Purified GALK, Kinase-Glo residual ATP luminescence; hit rate 0.007% among 270,000; P51570; note: potency is the fitted concentration of half-maximal effect; % is set by controls: 0 for no effect and ±100 for the full control effect
# Target sequence (P51570 whole entry, looked up): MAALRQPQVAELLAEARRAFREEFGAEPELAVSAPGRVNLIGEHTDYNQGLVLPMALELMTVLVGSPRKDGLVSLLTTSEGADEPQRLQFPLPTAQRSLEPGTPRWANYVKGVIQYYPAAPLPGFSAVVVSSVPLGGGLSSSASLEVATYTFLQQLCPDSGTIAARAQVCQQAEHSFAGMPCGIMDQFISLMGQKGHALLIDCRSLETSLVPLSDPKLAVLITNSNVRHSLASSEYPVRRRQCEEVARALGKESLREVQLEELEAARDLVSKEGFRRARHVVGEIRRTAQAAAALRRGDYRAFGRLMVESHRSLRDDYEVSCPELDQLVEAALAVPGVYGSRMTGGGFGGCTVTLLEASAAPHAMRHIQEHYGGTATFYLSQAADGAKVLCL
#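 The enzyme phosphorylates galactose (100 uM) using ATP (35 uM); inhibition is detected as higher residual ATP, quantified by bioluminescence after 1 h reaction at room temperature, pH 8.0.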
# Menin-MLL TR inh: displaces Texas Red mutant MLL peptide from human menin; O00255; Menin + Texas Red MLL mutant peptide, fluorescence polarization; Potency, µM (top dose mostly 61.6 µM), inactives show at the top dose FP activity change, negative = inhibition, hits mostly inhibitors; hit rate 0.23% among 270,000; active = well fitted inhibition curve with a large enough effect in the polarisation, with a control signal flat, not every such curve was filed as active; inconclusive = small, poorly fitted or top-dose-only effect, or effect the other way, or a change in a side signal; inactive = no such curve, though single readings can be large or run the other way; the % refers to the polarisation; note: potency is the fitted concentration of half-maximal effect; % of control where 0% means no effect; many of its hits are not listed in these tables
# hERG WT inh: inhibitors of human wildtype KCNH2 potassium channel; U2OS, BacMam KCNH2, thallium flux FluxOr; active compounds read low; activity change, % at 1.84 µM; hit rate 0.37% among 340,000;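 active = maximum activity change below -70%; inconclusive = maximum activity change between -70% and -50%; inactive = maximum activity change above -50%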; note: % is set by controls: 0 for no effect and ±100 for the full control effect
#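 U2OS cells transduced with wild-type KCNH2 virus are loaded with FluxOr dye for 45 min, and thallium flux is measured in kinetic reads before and after stimulation buffer. Rate constants are normalized to DMSO controls.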
# PKM2 activator: increases activity of human pyruvate kinase M2; P14618; purified PKM2, Kinase-Glo ATP luminescence, activation; response scale: 0% is enzyme alone, no compound; hit rate 0.34% among 260,000; Potency, µM (titrated, usually from 57.5 µM), inactives show at the highest dose activation, usual class: activators; note: potency is the fitted concentration of half-maximal effect; % is set by controls: 0 for no effect and ±100 for the full control effect; nearly all actives have a fitted effect of over 55% in size
#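 Purified hPK-M2 (>95%) run at intermediate activity with 0.1 mM ADP and 0.5 mM PEP in 50 mM imidazole pH 7.2, KCl, MgCl2; 1 h room temperature. ATP formed read by Kinase-Glo luminescence; normalized to uninhibited and no-enzyme controls.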
# USP2a block: blocks human ubiquitin-specific protease USP2a. O75604. USP2 core, Ub-CHOP2 coupled fluorogenic reporter, 485/531. Potency, µM (titrated, usually from 38.3 µM), for the others: at the top dose activity change, negative = inhibition, most hits filed as inhibitors. hit rate 0.01% among 330,000. AID 463254;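 note: potency is the fitted concentration of half-maximal effect; plate controls were DMSO wells for no effect and full inhibition by NEM control for full effect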
#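 Cell-free coupled assay: 10nM USP2 core preincubated 30min RT with compound in Tris-HCl pH 8.0/CaCl2/CHAPS buffer, then 25nM Ub-CHOP2 and 25nM reporter substrate; fluorescence (Ex 485/Em 531) read after 60min RT, normalized to NEM inhibition, concentration-response curves fitted.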
# Giardia killer: Giardia lamblia killing; activity change, % at 7.66 µM, hits read low; hit rate 0.15% among 340,000; Giardia lamblia trophozoite viability; in the data active = activity change below about -80%; inconclusive = between about -30% and that limit;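 note: parasites exposed to compound for two days anaerobically before the ATP read; % is set by controls: 0 for no effect and ±100 for the full control effect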
#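 Trophozoites 100 cells/well + cpd; 48 hrs, 37 deg C, anaerobic. ATPLite 1-Step added, 15-30 min RT, luminescence read (ATP-based viability).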
# TRPV1 agonist: activates the human vanilloid receptor TRPV1; TRPV1-expressing cells, Fluo-8 calcium influx, agonist mode; activation, % at 8.33 µM; hit rate 0.19% among 320,000; AID 540275; in the data active = activation above about 80%; inconclusive = between about 30% and that limit; note: 0% is about no effect
#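 Fluo-8 calcium influx in TRPV1-expressing cells, kinetic read (ex 480/em 520 nm). Compound added and read 3 min for agonist activity, followed by capsaicin at EC20 final and 2 min further read for enhancement.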
# FBPA coupling cs: counter-screen for Giardia aldolase inhibitors: coupling enzyme system; coupling enzyme system counterscreen, AmpLite Red fluorescence; activity change, negative = inhibition, % at 58.2 µM, hits read low; AID 2472; hit rate 0.67% among 290,000; in the data active = activity change below about -30%; note: % is set by controls: 0 for no effect and ±100 for the full control effect
#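 Final compound at 57.5 uM, incubated 10 min at RT with coupling enzyme reagent (glyceraldehyde-3-phosphate), then 20 min with substrate and AmpLite Red detection. Fluorescence read at 525/598 nm; tests interference with the coupling assay, not aldolase inhibition.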
# MLL CXXC-DNA inh: blocks binding of human MLL CXXC domain to DNA. Q03164. MLL-CXXC / FITC-HOXA9 DNA fluorescence polarization. Potency, µM (highest dose often 115 µM), inactives show top-dose activity change, negative = inhibition, hits mostly inhibitors. hit rate 0.037% among 290,000. AID 2662; active = well fitted inhibition curve with a large enough effect in the polarisation, with a control signal flat, not every such curve was filed as active; inconclusive = small, poorly fitted or top-dose-only effect, or effect the other way, or a change in a side signal; inactive = no such curve, though single readings can be large or run the other way; the % refers to the polarisation; note: potency is the fitted concentration of half-maximal effect
#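 Steps: dispense CXXC domain solution (7 uM) → pin compounds or unlabeled HOX-A9 DNA control → 5 min ambient → add FLSN-HOX-A9 solution (50 nM) → spin → 30 min ambient → fluorescence polarization. Tris pH 7.5/NaCl/DTT/BSA buffer.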
# KCNH2 3.1 inh: blocks the human KCNH2 3.1 channel isoform; activity change, % (tested at about 1.8 µM); hit rate 0.95% among 340,000; U2OS KCNH2 3.1, thallium flux FluxOr; active compounds read low;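 active = maximum activity change below -70%; inconclusive = maximum activity change from -70% to -50%; inactive = maximum activity change above -50%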;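 note: thallium influx rate constant from kinetic fluorescence after stimulation buffer; % is set by controls: 0 for no effect and ±100 for the full control effect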
#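 Measured as rate of thallium-driven FluxOr signal in transduced U2OS cells carrying the 3.1 channel, read kinetically for 2 min upon stimulation; values are rate constants scaled to DMSO control wells.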
# * marks the source's active call; other numbers are inactive results; u = inconclusive; x = no result given; [ ] = remark or other dose. Unless noted, calls come from the whole dose curve; as a rule, active = well fitted curve in the direction sought with a large enough effect; inconclusive = small, poorly fitted or top-dose-only effect, or another doubt; inactive = no such curve, though single readings can be large; an effect the other way counts as inactive or inconclusive. Only part of the results is shown; the hit share may differ from the screen's.
SMILES,B2AR arrestin,GALK inhibitor,Menin-MLL TR inh,hERG WT inh,PKM2 activator,USP2a block,Giardia killer,TRPV1 agonist,FBPA coupling cs,MLL CXXC-DNA inh,KCNH2 3.1 inh
CCN(CC(=O)NCc1ccc(Cl)cc1)C(=O)c1ccc(S(=O)(=O)N(C)C)cc1,0.0%,-1%,-6%,-13,1%,0%,-13,2,0,-1%,3
Cc1cc(-c2c(C)n([O-])c(C)c(C)[n+]2=O)ccc1F,-0.3%,-3%,6%,-3,-3%,-2%,12,3,-3,-1%,-4
Cc1c2ccccc2nc2c(F)c(N(C)C)c(F)c(F)c12,0.4%,-1%,0%,5,-2%,15%,0,25,-3,u,-4
COc1ccc(Nc2oc(COc3ccc(OC)cc3)nc2C#N)cc1,-0.5%,0%,24%,-8,-5%,0%,-11,1,-1,-10%,2
COc1ccc(CCC(=O)Nc2cccc(S(=O)(=O)N3CCCC3)c2)cc1OC,-0.1%,x,x,8,x,1%,31[activator],2,x,x,8
COC(=O)Nc1nnc(-c2ccc(OC)cc2)s1,-1.1%,-1%,x,-10,-17%,-1%,-2,7,0,32%[activator],-8
Cc1ccnc(SCC(=O)N2CCN(c3cccc(Cl)c3)CC2)n1,0.0%,-1%,-4%,-22,2%,0%,-1,22,4,-2%,3
CCC(Sc1nnc(C)s1)C(=O)Nc1nccs1 (stereo not given),3.2%,5%,-6%,-2,14%,-1%,14,-1,-3,-19%,12
CC1CN(C(C)C(=O)NNC(=O)c2ccc(F)cc2)CC(C)O1 (stereo not given),0.2%,x,x,7,x,-2%,17,x,x,x,14
Cc1ncc([N+](=O)[O-])n1CC(=O)Nc1ccc(F)cc1F,-0.4%,0%,-1%,11,x,0%,-3,-3,3,7%,2
COC(=O)C1CCN(C(=O)C(C)Oc2ccc(Cl)cc2Cl)CC1 (stereo not given),0.1%,0%,u,-9,-1%,-2%,-13,-18,2,10%,2
O=C1NC[C@H](c2ccccc2)OC(=O)[C@H](Cc2ccc(F)cc2)CC/C=C/C[C@@H]1CC(=O)N(CCO)Cc1ccccc1,-0.3%,x,x,-5,x,-14%,-13,x,x,x,-14
COc1ccc(C(=O)C2CCN(C(=O)c3ccc(C)cc3)CC2)cc1,5.3%,0%,-6%,-4,0%,3%,2,9,4,2%,-5
CNC(=O)CC(CC(=O)c1ccccc1)c1ccccc1 (stereo not given),-1.6%,x,x,12,x,2%,-14,2,x,x,12
O=C(Nc1nc(-c2ccccn2)cs1)C1CC1,10%,-3%,-10%,-3,-5%,1%,8,24,0,3%,-14

# Entries from the list above that have fluorine:
SMILES,B2AR arrestin,GALK inhibitor,Menin-MLL TR inh,hERG WT inh,PKM2 activator,USP2a block,Giardia killer,TRPV1 agonist,FBPA coupling cs,MLL CXXC-DNA inh,KCNH2 3.1 inh
Cc1cc(-c2c(C)n([O-])c(C)c(C)[n+]2=O)ccc1F,-0.3%,-3%,6%,-3,-3%,-2%,12,3,-3,-1%,-4
Cc1c2ccccc2nc2c(F)c(N(C)C)c(F)c(F)c12,0.4%,-1%,0%,5,-2%,15%,0,25,-3,u,-4
CC1CN(C(C)C(=O)NNC(=O)c2ccc(F)cc2)CC(C)O1 (stereo not given),0.2%,x,x,7,x,-2%,17,x,x,x,14
Cc1ncc([N+](=O)[O-])n1CC(=O)Nc1ccc(F)cc1F,-0.4%,0%,-1%,11,x,0%,-3,-3,3,7%,2
O=C1NC[C@H](c2ccccc2)OC(=O)[C@H](Cc2ccc(F)cc2)CC/C=C/C[C@@H]1CC(=O)N(CCO)Cc1ccccc1,-0.3%,x,x,-5,x,-14%,-13,x,x,x,-14

# More results follow.
SMILES,B2AR arrestin,GALK inhibitor,Menin-MLL TR inh,hERG WT inh,PKM2 activator,USP2a block,Giardia killer,TRPV1 agonist,FBPA coupling cs,MLL CXXC-DNA inh,KCNH2 3.1 inh
CC1(C)CC(=O)C=C(NC2CCCCCCC2)C1,-0.5%,-2%,-5%,0,4%,3%,50[activator],11,-1,-1%,6
COc1ccccc1NC(=O)CCNC(=O)c1ccc(C)cc1,0.3%,-7%,-6%,2,0%,4%,14,2,-2,26%,0
CC(C)Cc1nnc(NC(=O)CCc2ccccc2)s1,0.2%,0%,0%,28,-6%,1%,-7,1,4,6%,-6
Cc1cc(=O)oc(C)c1C(=O)OCC(=O)c1ccccc1,-0.2%,5%,1%,-6,0%,5%,36[activator],-3,0,-7%,4
CCOC(=O)C1=C(C)N=c2s/c(=C\c3cc(OC)c(OC)c(OC)c3)c(=O)n2C1/C=C/c1ccccc1 (stereo not given),-1.4%,-1%,-2%,1,3%,1%,-20,1,2,2%,-8
O=C(C1CCC1)N1CCN(S(=O)(=O)c2cc(F)ccc2F)CC1,-0.1%,x,x,-12,x,1%,-3,1,x,x,-11
CSc1nc2ccc(NS(=O)(=O)c3ccc([N+](=O)[O-])cc3)cc2s1,-0.1%,1%,x,-1,0%,2%,0,-2,6,1%,-1
COc1cc(/C(C)=N/NC(=O)Cc2c(C)[nH][nH]c2=O)ccc1O,-0.5%,-2%,6%,-2,-6%,-2%,10,-2,2,19%,22
CC(=O)NC(Cc1c[nH]c2ccccc12)C(=O)NCc1ccco1 (stereo not given),-0.5%,-3%,20%,-6,-3%,0%,22,0,-1,1%,-11
COc1ccccc1C(=O)NC(C)c1ccc(-n2ccnc2)cc1 (stereo not given),-0.2%,-5%,x,38,1%,-2%,-22,2,x,-19%,5
COCCNC(=O)Cc1c(C)c2cc3c(cc2oc1=O)OC(C)(C)CC3,-1.0%,-3%,0%,-11,x,-1%,-7,8,1,-7%,-8
CN1CCN(Cc2nc(N)nc(Nc3ccc4c(c3)OCCO4)n2)CC1,2.8%,2%,9%,12,-9%,0%,-12,6,2,0%,0
Cc1ccc(Cn2c(C)c3cnn(CC(=O)NC4CCCC4)c(=O)c3c2C)cc1,0.1%,x,-32%,4,-10%,2%,-5,0,3,x,17
COc1ccccc1C1=NN(C(=O)c2ccccc2)C(c2ccc(Br)cc2)C1 (stereo not given),-0.1%,3%,u,19,x,0%,-4,0,-4,-8%,-34
Cc1cccc(NC(=S)N2CCN(C(=O)c3ccco3)CC2)c1C,-0.9%,3%,-13%,2,1%,-1%,6,2,2,5%,30
CCc1nnc(NC(=O)c2nc(S(=O)(=O)Cc3ccccc3)ncc2Cl)s1,-0.1%,3%,x,8,x,1%,-16,2,x,u,11
COC(=O)c1cccc(N(CC(=O)NCC2CCCO2)C(=O)CCC(=O)Nc2cc(C)on2)c1 (stereo not given),-0.1%,8%,10%,-13,1%,3%,-16,0,1,-4%,-1
CC(Sc1nnc2n1CCCCC2)C(=O)Nc1cccc(S(=O)(=O)N2CCOCC2)c1 (stereo not given),0.4%,x,x,-6,x,0%,16,-1,x,x,5
Clc1cccc(Cc2ccc(Cl)nn2)c1,0.2%,-3%,-11%,-2,3%,0%,11,-5,3,9%,-9
O=c1oc2ccccc2c(Nc2ccccc2)c1[N+](=O)[O-],-0.1%,-4%,-4%,-10,u,-2%,-13,4,-1,-4%,-3
O=C(NCC1CCCN1S(=O)(=O)c1cccs1)c1ccccc1 (stereo not given),0.2%,x,x,-4,x,1%,-2,25,x,x,-20
COc1ccccc1NC(=O)CSc1nnc(CNC(=O)c2cccs2)o1,0.1%,-1%,x,3,x,0%,-15,0,x,6%,-12
CCOC(=O)C1=C(Cn2ccc(C(F)(F)F)n2)NC(=O)NC1c1ccc2c(c1)OCO2 (stereo not given),0.3%,-1%,4%,3,14%,1%,-10,2,-1,13%,-10
Cc1cc(C)c2oc(C(=O)N3CCN(C)CC3)cc(=O)c2c1,0.4%,x,-26%,8,x,3%,16,-2,5,19%,13
CC[n+]1cc(-c2ccccc2)nc(N2CCOCC2)n1,0.6%,8%,-17%,-10,8%,-1%,-20,17,-14,-3%,6
CCOC(=O)CC1=CC(C)(CC(=O)OCC)C(C#N)(C#N)C(N)=C1C#N (stereo not given),-0.4%,0%,-14%,5,7%,1%,-4,14,-5,-4%,-2
NC(=O)[C@H]1CC2(CC(c3cccc(NC(=O)c4ccccc4)c3)=NO2)CN1C(=O)[C@H]1CCC(=O)N1 (stereo not given in full),0.2%,-2%,-4%,x,2%,-2%,10,1,-1,1%,x
Cc1nn(-c2ccc(F)cc2)c(Cl)c1/C=C(\CC(=O)O)c1nc2ccccc2s1,0.7%,-3%,-11%,33,-5%,-5%,32[activator],-5,0,-12%,-10

# Screening data from PubChem BioAssay.
